Lipid storage S3 = qHTS Assay for Lipid Storage Modulators in Drosophila S3 Cells. Potency in µM for hits, for the others lipid storage change, negative = inhibition, % at the top dose, mostly 46.1 µM. hit rate 0.64% among 320,000. Drosophila S3 cells, BODIPY lipid droplet fluorescence, 18-24 h; cells fed with added oleic acid; active means well fitted inhibition curve with a large enough effect in the signal ratio, with a control signal flat, not every such curve was filed as active; inconclusive means small, poorly fitted or top-dose-only effect, or effect the other way, or a change in a side signal; the % refers to the signal ratio
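Laser-scanning cytometry quantifies lipid droplet accumulation (500–530 nm total intensity; droplet/cell object ratio) in oleic acid-fed (400 uM added) Drosophila S3 cells treated with a concentration series. 20 uM Triacsin C defined 100% inhibition.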
Lipid storage S3 cell count max = recorded beside Lipid storage S3, whose call it bears; cell number change, %; measured here: cell count max response;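 cells counted by Cell Tracker Red CMTPX staining in the red channel; peak over a dose series mostly up to 46.1 µM; percent activity relative to internal control wells on each plate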
Numbers without * were called inactive; i = inactive; ? = inconclusive; . = not tested or not shown; [ ] = another dose, or the depositor's remark. On the % scale 0 is the no-effect control and ±100 the full control effect; potency means the concentration at half of the fitted maximal effect. These rows are one share of the data, so the mix of outcomes need not match the whole.

Lipid storage S3 | Lipid storage S3 cell count max | smiles
i | -7.9 | Cc1nn(CCO)c2ncc(C(=O)c3cc(Cl)ccc3O)cc12
? | . | CC(C)(C)c1ccc(C(=O)O)c(C(=O)c2ccc(C(=O)O)cc2)c1
? | . | CCS(=O)(=O)N1N=C(c2cccs2)CC1c1cc2cc(C)ccc2nc1Cl (stereo not given)
6.2% | -0.5 | O=[N+]([O-])c1ccc(/C=N\N2CCN(c3ccc(Cl)cc3)CC2)cc1
29.0% | 4.9 | O=C(COC(=O)c1ccc2c(c1)OCO2)Nc1ncc(Cl)cc1Cl
19.2% | 5.1 | COc1cccc(Nc2nc(N)nc(C(F)(F)F)n2)c1
? | . | O=C(Cn1ccc2cc(S(=O)(=O)N3CCCC3)ccc21)NCCc1ccccc1
? | . | CC(=O)N1CCN(c2ccc(NC(=O)c3ccc(C)cc3)cc2)CC1
? | . | CC1CCCC(NC(=O)CSc2ncccn2)C1C (stereo not given)
-0.4% | 0.4 | O=C(Nc1nc2c(cc3c4c(cccc42)CC3)s1)c1ccccc1Cl
? | . | COCCN(Cc1cn[nH]c1-c1ccc2cc(OC)ccc2c1)C(C)C
? | . | CCOC(=O)C1CCN(C2=C(NS(=O)(=O)c3ccc(Br)cc3)C(=O)c3ccccc3C2=O)CC1

Lipid storage S3 | Lipid storage S3 cell count max | smiles
? | . | Cc1cccc(N=C2CSC(=O)N2)c1
-4.4% | 3.0 | COc1cc(CCC(=O)O)on1
-25.2% | 8.2 | O=C(Nc1ccc2c(c1)nc1n2CCN(C2CCCCC2)C1)NC1CCCCC1
? | . | COc1cc(S(=O)(=O)NCCN2CCOCC2)c(OC)cc1Cl
-22.0% | . | Cc1ccc(/C=C2\C(=O)ON=C2c2ccccc2)o1
? | . | O=C1C(=O)N(CC(=O)N2CCCC2)c2ccccc21
? | . | Cc1nc2ccc(NS(=O)(=O)c3ccc(F)c(F)c3)cc2s1
? | . | Cn1nc(C(=O)N2CCc3ccccc32)c2ccccc2c1=O
6.6% | 11.3 | C=CCNc1nc(N2CCOCC2)nc(N2CCOCC2)n1
-28.4% | . | COc1cccc(C(=O)Nc2cc(-c3cn4cccnc4n3)ccc2C)c1
i | . | O=S(=O)(/N=C(/Nc1cccc2ccccc12)c1ccccc1)c1cccs1
? | . | COc1ccc(NC(=O)C2CCCN(C(=O)Nc3ccc(F)cc3)C2)cc1OC (stereo not given)

Lipid storage S3 | Lipid storage S3 cell count max | smiles
? | . | Cc1cc(-c2ccc(C)c(S(=O)(=O)N3CCN(c4ccc(F)cc4)CC3)c2)on1
14.6% | 8.9 | O=C(CN1CCN(Cc2ccccc2)CC1)NCCc1ccccc1
10.7% | 8.7 | Cc1cccc(NC(=O)CCN2CCCCC2)c1
i | 2.9 | O=C(CN(Cc1ccc(Cl)cc1)C(=O)CNS(=O)(=O)c1ccccc1)NCC1CCCO1 (stereo not given)
1.5% | 4.2 | O=C(CN1CCN(S(=O)(=O)c2ccccc2)CC1)Nc1ccccc1C(=O)c1ccccc1
? | . | CCc1cc2ccc(C)cc2nc1SCC(=O)NNC(=O)c1ccco1
i | -13.1 | CC(C)Sc1nc2c([nH]1)c(=N)ncn2Cc1ccccc1
i | . | CCCc1nc2scc(-c3ccccc3)c2c(=O)n1N
? | . | COc1cc(/C=C/C(C)=O)cc(OC)c1OC
? | . | O=C(COC(=O)CCCSc1nc2ccccc2[nH]1)Nc1cccc(F)c1
2.9% | 8.1 | O=C(Nc1ccc(S(=O)(=O)Nc2ccnn2-c2ccccc2)cc1)C(F)(F)F
? | . | Cc1nc(SCCOc2ccccc2F)[nH]c(=O)c1Cc1ccccc1

Lipid storage S3 | Lipid storage S3 cell count max | smiles
-13.5% | -14.3 | c1ccc2sc(NN=C3CCCCCC3)nc2c1
5.8% | -5.1 | Cc1ccccc1NNC(=O)C(=O)NNc1ccccc1C
? | . | CCOc1ccc(NC(=O)CSc2nc(N)c(-c3ccccc3)c(=O)[nH]2)cc1
? | . | O=C(NC1CCCCC1)C(c1ccc(F)cc1)N(Cc1ccccc1)C(=O)CN1C(=O)c2ccccc2S1(=O)=O (stereo not given)
i | -12.5 | O=C(NCc1ccc(F)cc1Cl)C1CCN(S(=O)(=O)N2CCCCC2)CC1
? | . | Cc1onc(-c2ccccc2Cl)c1C(=O)N(C)C1CCCCC1
27.6% | 25.9 | COc1ccc(NC(=O)CN(C)C(=O)c2ccc(NS(=O)(=O)c3cccc([N+](=O)[O-])c3)cc2)cc1
i[0.0737 µM] | . | COc1ccc(NC(=O)CN(C)C(=O)c2cccc(S(=O)(=O)N3CCN(c4ccccc4)CC3)c2)cc1
? | . | CCOC(=O)C1CCN(C(=O)c2ccc3c(c2)NC(=O)/C(=C\c2cccc(C)c2)S3)CC1
23.1% | 1.2 | COc1ccc(N2CCN(c3ccc(NC(=O)c4ccc5c(c4)OCO5)cc3C#N)CC2)cc1
5.8% | -1.0 | CCn1c(CN2C(=O)CSc3ccccc32)n[nH]c1=S
i | . | CN1CCc2c(sc3c2C(=O)NC(c2cn(Cc4ccccc4)c4ccccc24)N3)C1 (stereo not given)

Lipid storage S3 | Lipid storage S3 cell count max | smiles
8.5% | 4.5 | CCSc1nnc(NC(=O)Cc2ccccc2OC)s1
? | . | CCN1CCN(CCCNC(=O)c2ccc(/C=C3/Oc4ccccc4N(Cc4cccc(C)c4)C3=O)cc2)CC1
? | . | Cc1cc(C(=O)N2CCCC(Nc3ccccc3)C2)c2ccc(F)cc2n1 (stereo not given)
i | . | CC/C(O)=C1\C(=O)CCCC1=NCCc1nc2ccccc2[nH]1
? | . | O=C1C(c2ccc(F)cc2)N(Cc2ccc3c(c2)OCO3)C(=O)CN1C1CCCC1 (stereo not given)
i | . | COc1cc(OC)nc(NC2OC(=O)c3ccccc32)n1 (stereo not given)
? | . | O=C(NCc1ccc(N2CCCC2=O)cc1)c1cccc(Cl)c1
i | 8.2 | COc1ccc(OCCCC(=O)N2CCCc3ccccc32)cc1
6.0% | 14.9 | COc1ccc(N2C(=O)CSC2c2cccs2)cc1 (stereo not given)
-0.1% | -0.1 | CC(C)[C@H](NC(=O)c1ccccc1)C(=O)OCC(=O)N1CC2(C)CC1CC(C)(C)C2 (stereo not given in full)
? | . | COc1ccc2[nH]c(=O)cc(C(=O)O)c2c1
? | . | O=C(c1cccc(C(F)(F)F)c1)N1CCCC1

Overlap with the part before: 5 entries; new compounds follow.
Lipid storage S3 | Lipid storage S3 cell count max | smiles
i | 8.2 | COc1ccc(OCCCC(=O)N2CCCc3ccccc32)cc1
6.0% | 14.9 | COc1ccc(N2C(=O)CSC2c2cccs2)cc1 (stereo not given)
-0.1% | -0.1 | CC(C)[C@H](NC(=O)c1ccccc1)C(=O)OCC(=O)N1CC2(C)CC1CC(C)(C)C2 (stereo not given in full)
? | . | COc1ccc2[nH]c(=O)cc(C(=O)O)c2c1
? | . | O=C(c1cccc(C(F)(F)F)c1)N1CCCC1
-18.8% | -15.8 | Cc1ccc(NC(=O)c2cc(=O)c3ccccc3o2)cc1S(=O)(=O)N1CCOCC1
-24.3% | 3.7 | CCOC(=O)c1c(NC(=O)C2COc3ccccc3O2)sc2c1CCN(Cc1ccccc1)C2 (stereo not given)
? | . | Cc1onc(-c2ccccc2Cl)c1C(=O)NNC(=O)c1ccc(F)cc1
? | . | Cn1c2c(c(=O)n(C)c1=O)C(CC(=O)Nc1ccccc1)C(=O)N2 (stereo not given)
? | . | Cc1oc2c(C)c(O)ccc2c(=O)c1N1C(=O)c2ccccc2C1=O
8.9% | -8.5 | Cc1ccc(OCc2nc(C#N)c(NCc3ccco3)o2)cc1
? | . | CN(Cc1ccccc1)C(=O)CCC1CCN(C(=O)CC2=CCCCC2)CC1
5.1% | -4.9 | COc1cccc(C2N(c3ccc(Cl)cc3)C(=O)C3CCCN32)c1 (stereo not given)
? | . | O=C(CCN1CCCCC1)NNC(=O)C12CC3CC(CC(C3)C1)C2
4.0% | -17.7 | COc1ccc(CCC(=O)N/N=C\c2cccs2)cc1
? | . | COc1ccc(S(=O)(=O)NC(C)C)cc1-n1cnnn1
? | . | COc1cc2[nH]c(C(=O)Nc3ccc4c(c3)OCCO4)cc2c(OC)c1OC

Lipid storage S3 | Lipid storage S3 cell count max | smiles
25.4% | -1.2 | CC(C)=CCN1CCN(CCCn2cccn2)CC1CCO (stereo not given)
3.0% | -0.3 | CCCSc1nnc(CSc2ncccn2)n1C
? | . | NC(=O)c1ccc(CN2CCc3ccccc3C2)cc1
? | . | O=[N+]([O-])c1ccc(S(=O)(=O)Nc2ccc(-c3csc(-c4ccccc4)n3)cc2)cc1
? | . | CN(C)CCc1cc2c(c3c1ccc1ccccc13)OCO2
-13.9% | -11.4 | COC(=O)c1cccc(NC(=O)Nc2ccccc2OC)c1
-18.7% | 1.8 | COC(=O)CSc1ccsc1C(=O)O
? | . | COc1cc(-c2nc(-c3ccccc3)c(-c3cc([N+](=O)[O-])ccc3C)[nH]2)cc(OC)c1OC
? | . | CCN(CC)c1ccc(/C=N/N2CCN(Cc3ccc(C)cc3)CC2)c(O)c1
? | . | CCOC(=O)c1sc2nc(SCC#N)n(CC3CCCO3)c(=O)c2c1C (stereo not given)
2.2% | 1.3 | O=C(NCCN1CCOCC1)c1cc(-c2cccs2)on1
? | . | CNC(=O)c1[nH]cnc1C(=O)NCC(=O)OC(C)(C)C

Fetched one by one from the entries so far, 6 records:
Lipid storage S3 | Lipid storage S3 cell count max | smiles
i | . | CN1CCc2c(sc3c2C(=O)NC(c2cn(Cc4ccccc4)c4ccccc24)N3)C1 (stereo not given)
i[0.0737 µM] | . | COc1ccc(NC(=O)CN(C)C(=O)c2cccc(S(=O)(=O)N3CCN(c4ccccc4)CC3)c2)cc1
6.2% | -0.5 | O=[N+]([O-])c1ccc(/C=N\N2CCN(c3ccc(Cl)cc3)CC2)cc1
? | . | CCc1cc2ccc(C)cc2nc1SCC(=O)NNC(=O)c1ccco1
5.8% | -5.1 | Cc1ccccc1NNC(=O)C(=O)NNc1ccccc1C
i | . | O=S(=O)(/N=C(/Nc1cccc2ccccc12)c1ccccc1)c1cccs1

(more compounds)
Lipid storage S3 | Lipid storage S3 cell count max | smiles
0.7% | -10.3 | CN(C)c1nc(=S)nc(NCc2ccccc2)[nH]1
? | . | COc1ccc(/C=C/C(=O)OCC(=O)N2CCCCCC2)c(OC)c1
-7.3% | 14.2 | Cc1cccc(C)c1NC(=S)N(CCN1CCCCCC1)Cc1ccco1
? | . | Cc1ccc(NC(=O)c2sccc2C)nc1
? | . | O=C(N/N=C/c1ccc(-c2cccc(C(F)(F)F)c2)o1)c1ccccc1O
? | . | CC(Sc1nnnn1-c1ccccc1)C(=O)Nc1ccccc1-c1ccccc1 (stereo not given)
? | . | COC(=O)CNC(c1ccccc1)c1cc(C)ccc1NC(=O)CNC(=O)OCc1ccccc1 (stereo not given)
? | . | CCc1cc2c(NC(C(=O)O)C(C)C)ncnc2s1 (stereo not given)
? | . | O=C(COc1cccc(C(F)(F)F)c1)Nc1ccccc1N1CCCCC1
8.3% | 0.2 | CN(Cc1cn[nH]c1-c1ccc2c(c1)OCO2)C1CCOCC1
i | -15.2 | COc1ccc(NC(=O)c2ccc(-c3ccccc3C(F)(F)F)o2)cc1
-14.6% | -14.6 | CN(C)CCCNC(CC(=O)Nc1cccc([N+](=O)[O-])c1)C(=O)O (stereo not given)

Lipid storage S3 | Lipid storage S3 cell count max | smiles
? | . | COc1ccc(CNC(=O)CN(C(=O)c2csnn2)c2cccc3c2CCCC3)cc1
? | . | CC(C)CNC(=O)C1CCN(CC2CCCCC2)CC1
1.5% | -14.8 | O=C(NCc1cccnc1)c1ccc2c(c1)OCO2
? | . | O=C(O)c1ccc(NC(=S)NC(NC(=O)c2ccco2)C(Cl)(Cl)Cl)cc1 (stereo not given)
-3.7% | 2.3 | O=C(Nc1cc(Cl)ccn1)C1(c2ccccc2)CC1(Cl)Cl (stereo not given)
? | . | O=C(NCCc1ccccc1)C1=COCCO1
? | . | S=c1[nH]ccn1-c1ccc(Cl)cc1
3.8% | -2.9 | Cc1ccc(SCC(=O)Nc2ccc(N3CCN(C)CC3)c(F)c2)cc1
? | . | Cc1cccc(C(=O)OCC(=O)N(CC(C)C)c2c(N)n(Cc3ccccc3)c(=O)[nH]c2=O)c1C
? | . | COc1ccc(-n2nc([N+](=O)[O-])c(=NCc3ccc4c(c3)OCO4)n2O)cc1
10.9% | -10.3 | Cc1cccc(Nc2nc(-c3ccncc3)cs2)c1
? | . | Cc1ccc(SCC2(O)CCN(C(=O)c3ccc(Cl)cc3)CC2)cc1

Lipid storage S3 | Lipid storage S3 cell count max | smiles
11.4% | -8.1 | CC(/C=N/NC(=O)Cc1cc(=O)[nH][nH]1)=C\c1ccccc1
-3.3% | 4.4 | OC(CCCN1CCC(O)(c2ccc(Cl)cc2)CC1)c1ccc(F)cc1 (stereo not given)
? | . | Cc1cccc(-c2c3c(=O)n(C)c(=O)n(C)c3c3cccnn23)c1
? | . | COc1ccc(NC(=O)COc2coc(CN3CCCc4ccccc43)cc2=O)cc1
-8.5% | 1.6 | CCOc1ccc2c(c1)C(N(CCN1CCOCC1)C(=S)Nc1ccccc1OC)CC(C)(C)O2 (stereo not given)
? | . | O=C1/C(=C/Nc2cccc([N+](=O)[O-])c2)CCc2ccccc21
1.1% | -5.9 | COc1cccc(NC(=S)N(CCN(C)C)C(C)c2cccnc2)c1 (stereo not given)
7.1% | -19.6 | COC(=O)C(Cc1ccc(OC(=O)c2ccc(C(F)(F)F)cc2)cc1)N1Cc2ccccc2C1=O (stereo not given)
? | . | O=C(CCN1CCCC1)c1cccs1
? | . | O=C(NCCC1=CCCCC1)C1CCCN(S(=O)(=O)c2cnc[nH]2)C1 (stereo not given)
-0.8% | 3.2 | CC1=CC(C)C2(CO)COC(c3cccnc3)C1C2C (stereo not given)

Screening data as filed in PubChem BioAssay.
